Source: PubChem BioAssay
Menin-MLL TR inh – menin-MLL binding inhibition, Texas Red mutant peptide. 270,000 tested, 0.23% active. Potency, µM (highest dose often 61.6 µM), for the others: at the highest dose FP activity change, negative = inhibition, most hits filed as inhibitors. Menin + Texas Red MLL mutant peptide, fluorescence polarization; active means well fitted inhibition curve with a large enough effect in the polarisation, with a control signal flat, not every such curve was filed as active; inconclusive means small, poorly fitted or top-dose-only effect, or effect the other way, or a change in a side signal; inactive means no such curve, though single readings can be large or run the other way; the % refers to the polarisation; further: potency means the concentration at half of the fitted maximal effect; % of control where 0% means no effect; many of its hits are not listed in these tables
Target sequence (O00255 whole entry, looked up): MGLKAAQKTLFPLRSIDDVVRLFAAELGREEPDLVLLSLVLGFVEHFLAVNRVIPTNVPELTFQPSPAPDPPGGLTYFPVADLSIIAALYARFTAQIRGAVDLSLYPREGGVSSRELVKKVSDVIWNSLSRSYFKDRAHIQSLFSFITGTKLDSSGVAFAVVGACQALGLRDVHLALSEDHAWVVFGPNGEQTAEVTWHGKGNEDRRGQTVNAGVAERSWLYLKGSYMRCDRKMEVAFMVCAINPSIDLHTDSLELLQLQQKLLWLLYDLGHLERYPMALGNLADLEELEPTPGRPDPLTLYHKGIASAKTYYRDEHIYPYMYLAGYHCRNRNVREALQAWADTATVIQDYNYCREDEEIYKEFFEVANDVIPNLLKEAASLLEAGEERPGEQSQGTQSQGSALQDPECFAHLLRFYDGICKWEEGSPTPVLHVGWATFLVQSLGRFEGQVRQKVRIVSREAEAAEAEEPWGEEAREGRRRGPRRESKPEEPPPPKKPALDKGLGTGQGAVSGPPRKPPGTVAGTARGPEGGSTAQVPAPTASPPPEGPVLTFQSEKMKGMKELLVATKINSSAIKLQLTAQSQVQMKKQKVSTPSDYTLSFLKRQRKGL
MBNL1-CUG inh – MBNL1-poly(CUG) RNA binding inhibition. TR-FRET MBNL1-His/biotin-(CUG)12 binding, 665/545 ratio. Potency, µM (titrated, usually from 57.5 µM), without a hit: at the highest dose activity change, negative = inhibition, actives largely listed as inhibitors. 280,000 tested, 0.036% active; active means well fitted inhibition curve with a large enough effect in the signal ratio, with a control signal flat, not every such curve was filed as active; inconclusive means small, poorly fitted or top-dose-only effect, or effect the other way, or a change in a side signal; inactive means no such curve, though single readings can be large or run the other way; the % refers to the signal ratio; further: potency means the concentration at half of the fitted maximal effect; on the % scale 0 is the no-effect control and ±100 the full control effect
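MBNL1-His + Biotin-(CUG)12, cpd titration 92 nM–58 uM; Tb anti-His Ab 0.055 ng/ul, SA-XL665 5 nM (final); 60 min RT; ratiometric 665/545 nm, Ex 340 nm; normalized to buffer and full-complex controls.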
hERG WT inh – KCNH2 (human, wildtype) channel inhibition | Q12809 | U2OS, BacMam KCNH2, thallium flux FluxOr; active compounds read low | activity change, % at 1.84 µM | 340,000 tested, 0.37% active | AID 720551;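 active means maximum activity change below -70%; inconclusive means maximum activity change between -70% and -50%; inactive means maximum activity change above -50%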; further: on the % scale 0 is the no-effect control and ±100 the full control effect
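U2OS cells were transduced with wild-type KCNH2 virus (2.03 x 10^8 / mL) for 4 h at room temperature, then cultured overnight at 37 C. Thallium flux was read with FluxOr dye. Rate constants were normalized to DMSO controls.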
PKM2 act – activators of human pyruvate kinase M2 | Potency, µM (titrated, usually from 57.5 µM), for inactives: at the top dose activation, most hits filed as activators | 260,000 tested, 0.34% active | purified PKM2, Kinase-Glo ATP luminescence, activation; response scale: 0% is enzyme alone, no compound; further: potency means the concentration at half of the fitted maximal effect; on the % scale 0 is the no-effect control and ±100 the full control effect; nearly all actives have a fitted effect of over 55% in size
Target sequence (P14618 whole entry, looked up): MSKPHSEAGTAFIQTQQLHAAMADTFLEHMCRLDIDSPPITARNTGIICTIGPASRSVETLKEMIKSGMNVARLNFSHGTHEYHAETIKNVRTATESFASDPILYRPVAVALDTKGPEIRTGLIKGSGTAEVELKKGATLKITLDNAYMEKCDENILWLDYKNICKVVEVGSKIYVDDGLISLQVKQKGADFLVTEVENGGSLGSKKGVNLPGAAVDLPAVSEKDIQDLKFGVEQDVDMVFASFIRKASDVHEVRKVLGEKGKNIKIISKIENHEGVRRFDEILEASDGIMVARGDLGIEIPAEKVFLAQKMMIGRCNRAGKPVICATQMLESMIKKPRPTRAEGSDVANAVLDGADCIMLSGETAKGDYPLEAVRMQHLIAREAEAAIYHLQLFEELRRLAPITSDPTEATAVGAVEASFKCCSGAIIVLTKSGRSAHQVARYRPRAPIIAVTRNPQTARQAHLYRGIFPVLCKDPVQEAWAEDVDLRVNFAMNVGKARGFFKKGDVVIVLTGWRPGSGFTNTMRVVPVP
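ATP formation by purified human PK-M2, quantified via coupled luciferase luminescence after 1 h at room temperature with 0.1 mM ADP and 0.5 mM PEP final.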
BCR signal inh – inhibitors of chronic active B-cell receptor signaling | Potency, µM (top dose mostly 46.1 µM), for the others: at the top dose ratio change, negative = lower green/red ratio, actives largely listed as inhibitors | ABC-DLBCL IkBa-CBG/CBR reporter, luminescence ratio, 4 h | AID 493014 | 340,000 tested, 0.05% active; active means well fitted inhibition curve with a large enough effect in the signal ratio, with a control signal flat, not every such curve was filed as active; inconclusive means small, poorly fitted or top-dose-only effect, or effect the other way, or a change in a side signal; the % refers to the signal ratio;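 further: potency means the concentration at half of the fitted maximal effect; plate controls were basal doxycycline-induced cells for no effect and cells given 10 µM MG132 for full effect; MG132 reads +100%, hits lower the ratio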
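TMD8 human ABC-DLBCL cells with doxycycline-inducible IκBα–green luciferase fusion and unfused red luciferase, in 0.5% FBS medium; compounds up to 46 uM, 4 h at 37C. Green/red luminescence ratio, filter-overlap corrected, fitted to concentration-response curves.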
Eya2 phos inh – Eya2 (human) phosphatase inhibition | Potency, µM (top dose mostly 76.9 µM), without a hit: at the highest dose activity, negative = inhibition, usual class: inhibitors | 330,000 tested, 0.006% active | AID 488837 | O00167 | recombinant Eya2, OMFP fluorescence dephosphorylation (OMFP is methylfluorescein phosphate); further: potency means the concentration at half of the fitted maximal effect; on the % scale 0 is the no-effect control and ±100 the full control effect
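Eya2 protein (added as 0.2 uM solution) was preincubated with compound for 10 min at ambient temperature in 50 mM HEPES pH 7.5, 50 mM NaCl, 5 uM MgCl2, 0.05% BSA, 1 mM DTT. OMFP (added at 50 uM) then reacted 10 min; fluorescence read at 485/525 nm.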
TSHR antagonist – antagonists of human thyroid stimulating hormone receptor; P16473; TSHR-expressing cells, TSH-stimulated cAMP HTRF, 2 h; active compounds read low; activity change, negative = inhibition, % at 11.5 µM; 330,000 tested, 0.2% active; AID 504810;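 active means activity change below a set negative limit, meaning inhibition stronger than a set level, cut at about -70% in these data; inconclusive means activity change between two set negative limits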; further: on the % scale 0 is the no-effect control and ±100 the full control effect
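Freshly harvested TSHR cells receive pin-tooled compound, then EC80 TSH at 4nM final. After 2 hours at 37 deg C, antibody in lysis buffer and cAMP-d2 are added; 30 minutes at ambient temperature precede the HTRF read.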
ASM inhibitor – human S-ASM enzyme inhibition; Potency, µM (titrated, usually from 57.5 µM), for the others: at the highest dose activity change, negative = inhibition, usual class: inhibitors; 340,000 tested, 0.006% active; placental ASM, HMU-PC fluorogenic substrate, 60 min; further: potency means the concentration at half of the fitted maximal effect
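Human placenta-derived ASM enzyme was preincubated with compound for 10 minutes at room temperature, then given fluorogenic substrate HMU-PC0 (9 uM final) for 60 minutes at 37 °C; a pH 10 stop preceded fluorescence reading at Ex 386/Em 447 nm.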
USP2a inh – inhibitors of human ubiquitin-specific protease USP2a. USP2 core, Ub-CHOP2 coupled fluorogenic reporter, 485/531. Potency, µM (titrated, usually from 38.3 µM), for the others: at the highest dose activity change, negative = inhibition, actives largely listed as inhibitors. AID 463254. 330,000 tested, 0.01% active;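 further: potency means the concentration at half of the fitted maximal effect; plate controls were DMSO wells for no effect and full inhibition by NEM control for full effect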
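USP2 core (10nM final) preincubated 30min RT with compound in 20mM Tris-HCl pH 8.0, 2mM CaCl2, 2mM beta-mercaptoethanol, 0.05% CHAPS; 25nM Ub-CHOP2 plus 25nM reporter substrate added, fluorescence (Ex485/Em531) read after 60min.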
GALK inh – blocks human galactokinase activity; Potency, µM (highest dose often 57.5 µM), for inactives: top-dose activity change, negative = inhibition, actives largely listed as inhibitors; P51570; 270,000 tested, 0.007% active; Purified GALK, Kinase-Glo residual ATP luminescence; further: potency means the concentration at half of the fitted maximal effect; on the % scale 0 is the no-effect control and ±100 the full control effect
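The enzyme phosphorylates galactose (100 uM) using ATP (35 uM); inhibition is detected as higher residual ATP, quantified by bioluminescence after 1 h reaction at room temperature, pH 8.0.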
Mito fusion act – inhibitors of mitochondrial division or activators of mitochondrial fusion; S. cerevisiae fusion-defective mutant growth rescue, CellTiterGlo 48 h; Potency, µM (highest dose often 46.1 µM), without a hit: at the top dose growth rescue (activation), usual class: activators; 320,000 tested, 0.23% active;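 further: potency means the concentration at half of the fitted maximal effect; % of control where 0% means no effect; nearly all actives have a fitted effect of over 45% in size; temperature-sensitive fusion mutants such as fzo1-1 at 37 °C on non-fermentable ethanol glycerol medium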
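Compounds are tested for their ability to restore growth of mitochondrial fusion-defective yeast strains at non-permissive 37C in YPEG medium over 48 hours. Viability is quantified by luciferase luminescence.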
Numbers without * were called inactive; u = inconclusive; x = not tested or not shown; [ ] = remark or other dose. Unless noted, the call rests on the fitted dose curve; in most records, active means well fitted curve in the direction sought with a large enough effect; inconclusive means small, poorly fitted or top-dose-only effect, or another doubt; inactive means no such curve, though single readings can be large; an effect the other way counts as inactive or inconclusive. The list is partial; rates above refer to the full screens.

SMILES	Menin-MLL TR inh	MBNL1-CUG inh	hERG WT inh	PKM2 act	BCR signal inh	Eya2 phos inh	TSHR antagonist	ASM inhibitor	USP2a inh	GALK inh	Mito fusion act
O=C(/C=C/c1ccccc1Cl)Nc1ccncc1	23%	u	6	-4%	-3%	7%	-4	-1%	1%	1%	1%
CCCCC1=CC2=C(c3ccco3)C(=O)C(C)(OC(=O)c3ccc(OC)cc3)C(=O)C2=CN1CCCCO (stereo unspecified)	-4%[11.7 µM]	24%	4	20%[11.5 µM]	8%	5%	4	-8%	5%	2%	1%
CCCn1c(=O)c(C(=O)NCc2ccccc2OC)c(O)c2ccccc21	13%	-6%	0	-2%	0%	-9%	12	-2%	2%	-5%	0%
CC(C)(C)c1ccc(OCC(=O)NNC(=S)NC(=O)c2ccco2)c(Br)c1	u	5%	-13	5%	1%	-1%	-34	0%	1%	-4%	-13%
Cc1ccc(-c2nnc(SCC(=O)CC(=O)Nc3ccccc3)n2-c2ccccc2)cc1	u	-6%	-1	-1%	2%	-8%	3	-3%	-3%	0%	-5%
N/C(=N/OC(=O)c1ccccc1F)c1nonc1N	2%	-4%	5	-69%	0%	0%	-2	0%	3%	21%	7%
O=C(O)Cn1c(O)c(C2=c3ccccc3=NC2=O)sc1=O	u	1%	5	x	u	-1%	20	-4%	-2%	x	12%
Nc1cc(S(=O)(=O)N2CCOCC2)ccc1N1CCCCC1	x	x	-6	x	u	-24%	-11	-1%	1%	x	x
CCOC(=O)c1c(-c2ccccc2)oc2ccc(O)c(CN3CCCC3)c12	-9%	7%	2	0%	7%	-20%	-4	-7%	-12%	0%	-11%
CC(C)(Cc1ccc(O)cc1)NC(=O)CC(=O)N=Nc1c(O)[nH]c2ccc(Br)cc12	-15%	u	-1	6%	-2%	-8%	9	u	-1%	3%	2%
O=C(CCn1c(=O)[nH]c2ccsc2c1=O)NCc1ccc(F)cc1	-8%	x	3	2%	1%	-23%	-8	2%	1%	1%	-2%
O=C(c1ccccc1)N1CCCc2ccccc21	-11%	-5%	-21	8%	-4%	2%	21	1%	-1%	0%	6%
Cc1ccc(S(=O)(=O)Nc2ccc3c(c2)OCCO3)cc1C	0%	-1%	1	7%	1%	-11%	-4	1%	-1%	0%	0%
NC(=O)CC(NC(=O)Cc1ccc(Br)cc1)c1ccc(NCc2ccc(F)cc2)c([N+](=O)[O-])c1 (stereo unspecified)	x	-18%	8	-2%	0%	-3%	2	-9%	16%	-6%	3%
CCCCC1=CC2=C(c3ccco3)C(=O)C(C)(OC(=O)c3ccc(OC)cc3)C(=O)C2=CN1C1CC1 (stereo unspecified)	-9%[11.7 µM]	u	-7	21%[11.5 µM]	2%	0%	-8	-13%	-2%	4%	-2%
O=C(O)c1cc(-c2cccc(Cl)c2)nc2nc(N3CCCCC3)sc12	u	x	-8	0%	u	-2%	-18	x	2%	-3%	1%
O=C(c1ccc(N2CCOCC2)cc1)c1cccs1	19%	27%	6	-7%	u	-6%	1	-1%	1%	1%	-2%
CCc1nc(N2CCN(C(C)=O)CC2)c2c3c(sc2n1)CC(C(C)(C)C)CC3 (stereo unspecified)	-9%	-1%	2	7%	0%	6%	-9	-1%	0%	2%	10%
CCN(CC(=O)Nc1ccccc1OC)C(=O)CC1CC2CCC1C2 (stereo unspecified)	x	x	9	x	u	-9%	-23	1%	-6%	x	2%
Cc1ccccc1N1CCN(C2CCCN(C(=O)c3ccccn3)C2)CC1 (stereo unspecified)	x	-1%	-1	-12%	4%	-3%	-1	-1%	-2%	-3%	-1%
CCOC(=O)C1(CC2CCCCO2)CCN(S(=O)(=O)c2ccsc2)CC1 (stereo unspecified)	-26%	6%	14	1%	-6%	-13%	15	0%	-1%	5%	6%
CCCCCN(C(=O)CCC(=O)OCc1ccc(Cl)cc1Cl)c1c(N)n(CCCC)c(=O)[nH]c1=O	x	x	0	x	-8%	11%	-21	0%	0%	x	-4%
COc1cccc(CNC(=O)COC(=O)CCc2cc(OC)c(OC)c(OC)c2)c1	x	x	0	x	-14%	-6%	1	-3%	0%	x	1%
Cc1nonc1N1CCN(Cc2cn[nH]c2-c2ccc3c(c2)OCO3)CC1	2%	-12%	-8	-1%	-29%	0%	0	5%	-1%	0%	-3%
CC(NC(=O)CN(c1cccc(C(F)(F)F)c1)S(=O)(=O)c1ccc(Cl)c([N+](=O)[O-])c1)c1ccccc1 (stereo unspecified)	26%	-8%	13	-14%	u	0%	-48	-2%	2%	0%	-1%

New compounds follow:
SMILES	Menin-MLL TR inh	MBNL1-CUG inh	hERG WT inh	PKM2 act	BCR signal inh	Eya2 phos inh	TSHR antagonist	ASM inhibitor	USP2a inh	GALK inh	Mito fusion act
CCOC(=O)c1c(C)nc(C)c(C(=O)OCC)c1-c1ccccc1	-18%	1%	-5	-1%	9%	7%	-4	0%	-3%	3%	2%
CCOc1ccc(C2NC(=O)NC(C)=C2[N+](=O)[O-])cc1OC (stereo unspecified)	x	u	1	-2%	-1%	-12%	3	0%	1%	x	-2%
COc1ccccc1/C=c1\sc2nc(-c3ccco3)nn2c1=O	u	-1%	17	18%	5%	-3%	4	1%	0%	-6%	-8%
Cc1cc(S(=O)(=O)N(Cc2cccs2)Cc2ccccc2F)ccc1-n1cnnn1	-4%	-11%	-23	-2%	u	1%	8	-4%	-8%	-2%	26%
COc1ccc(C)cc1NC(=O)CN(C)S(=O)(=O)c1ccc2c(c1)n(C)c(=O)c(=O)n2C	x	u	0	x	2%	-5%	2	1%	2%	-6%	1%
CCC(=O)c1ccc(-c2ccccc2)cc1	14%	1%	-5	-4%	u	6%	-1	6%	4%	-1%	-2%
O=C(Nc1ccc(Cl)cc1)OCCn1nnnc1C(c1ccccc1Cl)N1CCOCC1 (stereo unspecified)	66%[activator]	-12%	1	-10%	16%	2%	8	-10%	1%	x	-28%
O=C(NCc1cccnc1)c1cccnc1-c1nc2ccccc2s1	-5%	3%	-3	-2%	-11%	18%	5	-4%	-2%	2%	2%
CCC(C)(C)NC(=O)C(c1ccc(O)cc1)N(Cc1ccco1)C(=O)CCC(=O)Nc1ccccn1 (stereo unspecified)	-15%	-11%	4	-2%	u	-7%	14	-1%	-4%	7%	1%
CSc1ccc(S(=O)(=O)NCC(=O)OCC(=O)NCCc2ccccc2)cc1[N+](=O)[O-]	x	x	-4	x	-3%	17%	-9	-3%	4%	x	5%
COC(=O)c1ccc(N/C=C/C(=O)c2ccccc2)cc1	-8%	2%	0	-23%	u	6%	-41	130%[activator]	0%	3%	1%
O=C(CCCNc1ccccc1)N/N=C/c1cccs1	3%	6%	4	-10%	u	1%	3	-2%	-1%	1%	-3%
COc1ccc(N2CCN(C(=O)COC(=O)c3cccc(S(=O)(=O)Nc4ccccc4OC)c3)CC2)cc1	x	x	-6	x	0%	3%	-20	x	-2%	x	4%
Cn1c(C(=O)N[C@@H](Cc2ccccc2)C(=O)NCCC(=O)O)cc2cc(Cl)ccc21	31%[activator]	3%	-2	x	u	6%	4	0%	3%	-1%	-1%
CCOc1ccc(NC(=O)CCC(=O)N/N=C2\CCCc3ccccc32)cc1	x	u	-9	x	0%	2%	-10	-1%	1%	-3%	1%
C=CCn1c(=S)[nH]c2sc3c(c2c1=O)CCC3	1%	23%	14	-2%	24%	2%	10	5%	-5%	-4%	-4%
CCn1c(NCc2cc(Cl)ccc2O)nc2ccccc21	x	4%	-7	5%	u	-7%	-7	-1%	5%	-1%	-3%
CCOC(=O)CN(C(=O)COc1nc(C)cc(C)c1C#N)c1ccc(F)cc1	x	0%	10	2%	-1%	0%	14	-4%	-1%	-3%	2%
CCN1CCN(C(=O)CN(C)S(=O)(=O)c2ccc(OC)c(C)c2)CC1	-1%	0%	-7	3%	-15%	20%	-2	4%	3%	-1%	-5%
CN(CCC#N)C(=S)Nc1ccc(F)cc1	x	-6%	2	-3%	1%	-4%	9	3%	3%	x	2%
